ELG1 genotox = qHTS screen for small molecules that induce genotoxicity in human embryonic kidney (HEK293T) cells expressing luciferase-tagged ELG1 | AID 504466, 2011 | HEK293T ELG1-luciferase reporter, luminescence, 16 h | hit rate 1.3% among 330,000 | Potency, µM (titrated, usually from 46 µM), for the others: top-dose activity change, positive = activation, usual class: activators; note: potency is the fitted concentration of half-maximal effect; % of control where 0% means no effect; nearly all actives have a fitted effect of over 60% in size
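DMSO vehicle served as control against compound-treated ELG1-luciferase HEK293T cells; exposure lasted 16 hr at 37 °C and 5% CO2, followed by ONE-Glo luminescence detection after 30 min.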
BRCA1 expr act = qHTS Assay to Identify Small Molecule Activators of BRCA1 Expression; MCF7-BRCA1-FFLuc reporter, luminescence, 48 h; response scale: scaled: vehicle 0%, 10 µM genistein 100%; Potency, µM (doses to about 46.1 µM), inactives show at the top dose activation, hits mostly activators; hit rate 1.1% among 380,000; AID 624202, 2012; note: potency is the fitted concentration of half-maximal effect; nearly all actives have a fitted effect of over 80% in size; some results filed as inactive show a strong effect at the top dose
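Compounds are tested at multiple concentrations on MCF7 BRCA1-luciferase reporter cells seeded at 2000 per well; after 48 h, a single luminescence end-point is taken and curves fitted to the normalized data.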
ELG1 DNA repair = qHTS screen for small molecules that inhibit ELG1-dependent DNA repair in human embryonic kidney (HEK293T) cells expressing luciferase-tagged ELG1; HEK293T ELG1-luciferase reporter, luminescence, 16 h; DNA damage induced by 5-fluorouridine; Potency, µM (top dose mostly 46.1 µM), without a hit: at the highest dose activity change, negative = inhibition, hits mostly inhibitors; hit rate 2.3% among 330,000; AID 504467, 2011; note: potency is the fitted concentration of half-maximal effect; % is set by controls: 0 for no effect and ±100 for the full control effect; nearly all actives have a fitted effect of over 55% in size
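Luminescence from the luciferase reporter, measured 30 min after ONE-Glo reagent at room temperature, was the read-out. Beforehand, 2,000 cells per well were exposed for 16 hr at 37 °C to 5-fluorouridine together with compound or vehicle.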
Gal4-VP16 FLuc = VP16 counterscreen qHTS for inhibitors of ROR gamma transcriptional activity. AID 2546, 2010. Potency, µM (titrated, usually from 53.6 µM), without a hit: at the highest dose activity, negative = inhibition, most hits filed as inhibitors. hit rate 3.5% among 310,000. Drosophila S2 Gal4-VP16 UAS-luciferase, luminescence, 20 h;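 note: Gal4-VP16 expression switched on by copper sulfate through the metallothionein promoter; potency is the fitted concentration of half-maximal effect; % is set by controls: 0 for no effect and ±100 for the full control effect; nearly all actives have a fitted effect of over 50% in size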
Rab9 promoter act = qHTS Assay for Rab9 Promoter Activators; AID 485297, 2010; Huh7 Rab9 promoter-luciferase reporter, luminescence, 24 h; hit rate 2.8% among 320,000; Potency, µM (top dose mostly 9.22 µM), inactives show top-dose activation, negative = inhibition, hits mostly activators; note: potency is the fitted concentration of half-maximal effect; % of control where 0% means no effect; nearly all actives have a fitted effect of over 60% in size
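Steps: seed 1500 Huh7 Rab9-luc cells per well, rest 2 h at 37 °C; add compound in DMSO; incubate 24 h; add luciferase reagent, 10 min ambient; read luminescence.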
NPC1 prom act = qHTS Assay for NPC1 Promoter Activators; Huh7 NPC1 promoter luciferase reporter, 24 h; Potency, µM (highest dose often 9.22 µM), without a hit: at the highest dose activation, most hits filed as activators; hit rate 2.4% among 320,000; AID 485313, 2010;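 note: potency is the fitted concentration of half-maximal effect; % of control where 0% means no effect; nearly all actives have a fitted effect of over 60% in size; reporter is driven by a mutant NPC1 promoter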
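Huh7 cells stably carrying NPC1 promoter–luciferase, plated in Opti-MEM with 10% FBS for 2 h, were exposed to compound in DMSO for 24 h at 37 °C; luciferase reagent was added for 10 min and luminescence read.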
p53 reactivator = qHTS assay for re-activators of p53 using a Luc reporter | H1299 p53-A138V BP100-luciferase reporter, luminescence, 24 h | Potency, µM (highest dose often 92.2 µM), without a hit: at the highest dose activity change, positive = activation, most hits filed as activators | hit rate 0.063% among 320,000 | AID 504706, 2011; note: potency is the fitted concentration of half-maximal effect; % of control where 0% means no effect; nearly all actives have a fitted effect of over 45% in size
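p53-null H1299 cells stably carrying temperature-sensitive p53-A138V and a BP100-luciferase reporter were pinned with compounds (4-point, 1:5 series) and held 24 hrs at 37 deg C. Luminescence was read 10 min after detection reagent.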
RORgamma inh = qHTS for inhibitors of ROR gamma transcriptional activity; Nuclear receptor ROR-gamma (Mus musculus), P51450; Potency, µM (titrated, usually from 53.6 µM), without a hit: top-dose activity change, negative = inhibition, usual class: inhibitors; AID 2551, 2010; hit rate 5.4% among 310,000; Drosophila S2 Gal4-RORgamma UAS-luciferase reporter, 20 h; note: potency is the fitted concentration of half-maximal effect; % is set by controls: 0 for no effect and ±100 for the full control effect; nearly all actives have a fitted effect of over 60% in size
Target sequence (P51450 whole entry, looked up, the tested form may be a part): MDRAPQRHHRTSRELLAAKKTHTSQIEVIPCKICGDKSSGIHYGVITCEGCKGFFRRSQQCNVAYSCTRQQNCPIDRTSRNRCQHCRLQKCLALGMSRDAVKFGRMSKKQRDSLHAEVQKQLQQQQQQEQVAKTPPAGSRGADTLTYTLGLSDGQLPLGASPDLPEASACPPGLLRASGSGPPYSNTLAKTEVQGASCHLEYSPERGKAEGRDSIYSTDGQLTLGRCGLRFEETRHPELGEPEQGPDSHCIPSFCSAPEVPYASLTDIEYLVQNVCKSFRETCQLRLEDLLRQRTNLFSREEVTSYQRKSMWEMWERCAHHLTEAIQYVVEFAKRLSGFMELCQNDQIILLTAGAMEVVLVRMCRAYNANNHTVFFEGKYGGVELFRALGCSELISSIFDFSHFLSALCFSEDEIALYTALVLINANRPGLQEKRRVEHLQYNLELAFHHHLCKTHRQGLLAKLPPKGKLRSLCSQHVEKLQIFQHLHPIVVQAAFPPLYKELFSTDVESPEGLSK
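A Gal4/UAS one-hybrid system in insect cells: metallothionein-promoter Gal4–ROR gamma fusion plus Photinus luciferase reporter. Copper sulfate 700 uM final, 20 hr ambient incubation, luminescent detection after 10 min with reagent.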
FLuc counter = qHTS profiling assay for firefly luciferase inhibitor/activator using purifed enzyme and Km concentrations of substrates (counterscreen for miR-21 project). AID 588342, 2011. purified FLuc, Km substrates, luminescence inhibition. Potency, µM (doses to about 57.5 µM), inactives show at the top dose activity change, negative = inhibition, most hits filed as inhibitors. Luciferin 4-monooxygenase (Photinus pyralis), P08659. hit rate 6.9% among 360,000;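 note: potency is the fitted concentration of half-maximal effect; plate controls were vehicle for no effect and reference inhibitor for full effect; nearly all actives have a fitted effect of over 55% in size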
Target sequence (P08659 whole entry, looked up): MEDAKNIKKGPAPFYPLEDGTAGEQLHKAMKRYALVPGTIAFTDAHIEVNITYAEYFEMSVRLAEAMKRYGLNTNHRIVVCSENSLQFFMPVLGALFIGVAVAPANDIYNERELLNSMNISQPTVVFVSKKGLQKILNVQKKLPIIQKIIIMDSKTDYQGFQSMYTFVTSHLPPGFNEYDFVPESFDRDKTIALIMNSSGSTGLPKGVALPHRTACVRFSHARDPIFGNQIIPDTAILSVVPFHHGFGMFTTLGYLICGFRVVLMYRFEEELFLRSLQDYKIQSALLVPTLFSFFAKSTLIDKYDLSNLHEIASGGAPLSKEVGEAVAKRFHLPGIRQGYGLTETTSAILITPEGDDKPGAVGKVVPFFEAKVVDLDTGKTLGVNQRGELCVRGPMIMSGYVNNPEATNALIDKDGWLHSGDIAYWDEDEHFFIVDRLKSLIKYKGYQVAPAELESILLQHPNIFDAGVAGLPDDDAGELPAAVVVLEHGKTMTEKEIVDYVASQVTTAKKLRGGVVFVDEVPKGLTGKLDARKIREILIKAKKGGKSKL
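Purified P. pyralis luciferase, 10 nM final, with Km-level 10 uM D-luciferin and 10 uM ATP in 50 mM Tris acetate pH 7.5, 10 mM Mg acetate, 0.01% Tween-20, 0.05% BSA; 6-point qHTS titration about 60 µM downward; luminescence read.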
Tb PFK block = qHTS Assay to Find Inhibitors of T. brucei phosphofructokinase | hit rate 0.17% among 330,000 | ATP-dependent 6-phosphofructokinase (Trypanosoma brucei brucei), O15648 | T. brucei PFK, ADP-Glo luminescence | Potency, µM (top dose mostly 57.5 µM), for inactives: at the highest dose activity, negative = inhibition, most hits filed as inhibitors;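 note: potency is the fitted concentration of half-maximal effect; 0% = uninhibited 1x PFK enzyme wells and -100% = no-enzyme wells; nearly all actives have a fitted effect of over 60% in size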
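Luminescent ADP detection (ADP-Glo, two-step: ATP depletion then ADP-to-ATP conversion for luciferase) reported PFK activity after 45 min room-temperature reaction of 1.25 nM enzyme with 0.5 mM F6P and 0.1 mM ATP at pH 8.0.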
TRPV1 agonist = HTS Assay for Compounds that Act as Agonists of the Vanilloid Receptor 1 | hit rate 0.19% among 320,000 | activation, % at 8.33 µM | TRPV1-expressing cells, Fluo-8 calcium influx, agonist mode; in the data active = activation above about 80%; inconclusive = between about 30% and that limit; note: 0% is about no effect
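Cells expressing TRPV1 were dye-loaded with Fluo-8 and read kinetically: 10 s baseline, 3 min after compound (agonist portion), then 2 min after EC20 capsaicin (allosteric enhancer portion). Calcium-bound dye fluorescence at 480/520 nm.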
* marks the source's active call; other numbers are inactive results; ? = inconclusive; . = no result given; [ ] = dose if it differs, or a comment. Unless noted, calls come from the whole dose curve; as a rule, active = well fitted curve in the direction sought with a large enough effect; inconclusive = small, poorly fitted or top-dose-only effect, or another doubt; inactive = no such curve, though single readings can be large; an effect the other way counts as inactive or inconclusive.

SMILES	ELG1 genotox	BRCA1 expr act	ELG1 DNA repair	Gal4-VP16 FLuc	Rab9 promoter act	NPC1 prom act	p53 reactivator	RORgamma inh	FLuc counter	Tb PFK block	TRPV1 agonist
O=C(CSc1nc(-c2ccc(F)cc2)cc(C(F)(F)F)n1)Nc1ccc2c(c1)OCO2	?	-27%	20%	?	-7%	-4%	-4%	-27%	0%	-6%	3
Cc1ccc(CN(Cc2cc3cc(C)ccc3[nH]c2=O)C(=O)N2CCOCC2)cc1	1%	-12%	-17%	-7%	5%	3%	0%	19%	1%	4%	1
CCNc1nc(Oc2ccc(=O)[nH]n2)nc(N2CCOCC2)n1	5%	0%	5%	-5%	0%	-3%	-2%	2%	0%	-1%	-4
O=C(CN1CCOc2ccccc21)NCc1ccc(Cl)cc1	1%	16%	12%	-2%	-5%	-2%	-3%	16%	-6%	-3%	12
O=C(O)c1cc(S(=O)(=O)NC(CO)C(O)c2ccc([N+](=O)[O-])cc2)ccc1Br (stereo not given)	1%	21%	6%	4%	-1%	-3%	.	-18%	-2%	8%	-3
COc1ccc(CN2CN(C(C)C)CSC2=S)cc1	-2%	-24%	-22%	6%	-15%	-16%	?	?	1%	3%	25
CCOc1ccc(Oc2ccc(S(=O)(=O)N3CCOCC3)cc2NC(=O)C2=COCCO2)cc1	-13%	-8%	?	.	0%	-2%	-4%	.	4%	2%	8
CN(CC(=O)Nc1cccc(F)c1)C(=O)c1cc2c(s1)CCCCC2	-4%	-41%	3%	.	-2%	-3%	-15%	.	0%	-1%	10
N#Cc1ccccc1CSc1nc2ccc(NC(=O)c3ccccc3C(=O)O)cc2s1	12%	?	?	-21%	2%	-5%	10%	11%	?	0%	0
Cc1cccc(OCC(=O)N2CCN(C(=O)c3cccs3)CC2)c1	2%	34%	23%	5%	-5%	3%	7%	23%	6%	2%	3
O=C1CSC(=S)N1/N=C/c1cccnc1	-3%	0%	-25%	-27%	0%	0%	18%	-44%	-6%	-2%	-4
O=C(NCCCNC(=O)c1ccccn1)c1cccc(F)c1	4%	-8%	-1%	2%	4%	-7%	-1%	-22%	3%	-1%	-1
Cc1c(Cl)cccc1NC(=O)c1ncn[nH]1	-1%	15%	10%	-19%	0%	1%	1%	-5%	0%	-3%	-4
O=C(COC(=O)c1ccc(Cl)c(S(=O)(=O)N2CCCCC2)c1)NCc1ccco1	0%	3%	10%	8%	2%	-4%	0%	1%	-10%	-8%	19
O=C(NC(=S)NC1CCS(=O)(=O)C1)c1ccccc1F (stereo not given)	2%	18%	?	0%	5%	0%	10%	0%	-1%	1%	2
O=C1C=C(N2CCOCC2)C2(CCCCC2)O1	18%	-7%	?	-27%	?	18%	13%	11µM*	?	8%	?
COc1ccc(/C=N/n2cnc3c([nH]c4ccccc43)c2=O)cc1CO	2%	-3%	15%	1%	12%	21%	0%	3%	4%	-2%	2
CC[C@@H](CC1CCCCC1)C(=O)N(Cc1ccccc1)c1ccccc1	1%	0%	-3%	.	.	.	2%	.	.	3%	.
COc1cccc(NC(=O)CN(C)C(=O)CN2C(=O)c3ccc([N+](=O)[O-])cc3C2=O)c1	3%	0%	1%	.	4%	-3%	-3%	.	-2%	2%	-3
CCC(c1nnnn1Cc1ccco1)N(Cc1cc2cc(C)cc(C)c2[nH]c1=O)CC1CCCO1 (stereo not given)	-3%	-25%	?	-2%	0%	-2%	-4%	1%	0%	-1%	5

Given as comma-separated lines: 5 of the compounds above
SMILES,ELG1 genotox,BRCA1 expr act,ELG1 DNA repair,Gal4-VP16 FLuc,Rab9 promoter act,NPC1 prom act,p53 reactivator,RORgamma inh,FLuc counter,Tb PFK block,TRPV1 agonist
O=C(CN1CCOc2ccccc21)NCc1ccc(Cl)cc1,1%,16%,12%,-2%,-5%,-2%,-3%,16%,-6%,-3%,12
CCNc1nc(Oc2ccc(=O)[nH]n2)nc(N2CCOCC2)n1,5%,0%,5%,-5%,0%,-3%,-2%,2%,0%,-1%,-4
O=C(NCCCNC(=O)c1ccccn1)c1cccc(F)c1,4%,-8%,-1%,2%,4%,-7%,-1%,-22%,3%,-1%,-1
Cc1cccc(OCC(=O)N2CCN(C(=O)c3cccs3)CC2)c1,2%,34%,23%,5%,-5%,3%,7%,23%,6%,2%,3
COc1ccc(/C=N/n2cnc3c([nH]c4ccccc43)c2=O)cc1CO,2%,-3%,15%,1%,12%,21%,0%,3%,4%,-2%,2

Next part.
SMILES	ELG1 genotox	BRCA1 expr act	ELG1 DNA repair	Gal4-VP16 FLuc	Rab9 promoter act	NPC1 prom act	p53 reactivator	RORgamma inh	FLuc counter	Tb PFK block	TRPV1 agonist
C[C@H]1CN([C@@H](C)CO)C(=O)c2cccc(NC(=O)Nc3ccc(C(F)(F)F)cc3)c2O[C@@H]1CN(C)C(=O)Nc1ccc(F)cc1	-5%	-47%	?	.	.	.	-2%	.	.	3%	.
CC1CCCCC1NC(=O)COC(=O)c1ccc2c(c1)NC(=O)CS2 (stereo not given)	1%	-10%	-2%	.	.	.	-3%	.	.	-10%	.
Cc1ccsc1CNc1ncnc2ccc(-c3c(C)noc3C)cc12	?	-24%	?	?	.	.	-6%	?	.	0%	.
O=C(CN(C1CC1)S(=O)(=O)c1ccc(S(=O)(=O)NC2CCCCC2)cc1)Nc1ccccc1	-12%	-26%	?	1%	2%	-1%	-2%	?	0%	0%	6
Cc1ccccc1-n1c(SC(C)C(=O)N2CCN(C)CC2)nc2ccccc2c1=O (stereo not given)	1%	8%	9%	2%	3%	0%	-14%	6%	0%	0%	5
Cc1ccc(C(=O)C(OC(=O)CN2C(=O)c3ccccc3C2=O)c2ccccc2)cc1 (stereo not given)	-1%	-3%[1.84 µM]	38%	-7%	-2%	-3%	6%	10%	0%	4%	4
CC(C)[C@H](NC(N)=O)C(=O)Nc1cccc([N+](=O)[O-])c1	-1%	20%	-10%	-2%	-12%	1%	2%	9%	-1%	-2%	-2
CCc1ccc(N2CC(C(=O)OCc3csc(CC(=O)Nc4ccccc4C)n3)CC2=O)cc1 (stereo not given)	-1%	4%	13%	.	-8%	0%	7%	.	-1%	-5%	4
CSc1nc2ccccc2c(=O)n1N	1%	6%	-5%	2%	2%	1%	1%	-1%	7%	0%	-1
CCCN(CCC)S(=O)(=O)c1ccc(Cl)c([N+](=O)[O-])c1	-11%	-88%[inhibitor]	?	-16%	-9%	3%	-10%	-42%	0%	-3%	15
O=C(Nc1ccc(N2CCOCC2)c(Cl)c1)c1ccc(S(=O)(=O)N2CCOCC2)cc1	4%	-33%	-11%	-9%	-3%	-2%	-4%	?	3%	-1%	-1
CC(C)Cc1nc(SCC(=O)N2CCCCC2)c2c(=O)n(C)c(=O)n(C)c2n1	-1%	-10%	10%	-10%	1%	-1%	25%	-5%	0%	-1%	22
CC1(C)CC(=O)C2=C(C1)OC(N)=C(C#N)C21C(=O)N2CCCc3cccc1c32 (stereo not given)	0%	0%	7%	.	3%	-6%	22%	42%[0.365 µM]	0%	-9%	0
O=C(Nc1ccncc1)Nc1ccc(F)cc1	8%	37%	?	-2%	-3%	1%	12%	-6%	?	?	?
CCCc1nc2c(sc3nc4c(cc32)COC(C)(C)C4)c(=O)o1	0%	2%	1%	-3%	-2%	4%	-2%	-7%	-15%	4%	2
Cc1ccc(C(=O)CSc2nc(O)cc(=O)[nH]2)cc1C	6%	-11%	-1%	-4%	1%	-8%	.	-8%	3%	1%	0
Cc1ccc(Cn2c(SCC(=O)N/N=C/c3ccccc3OCC(=O)O)nc3ccccc32)cc1	0%	37%	6%	-6%	0%	-5%	-4%	17%	-20%	2%	1

Compound activity (PubChem BioAssay)
